Compound activity deposited in PubChem by several laboratories.
GSH fluor – compound fluorescence on glutathione beads, profiling panel, artefact control, biophysical, 488/530 nm, flow cytometry; GSH beads flow cytometry, compound fluorescence 488/530 nm; stronger effect = higher value; fluorescence (KMESF) at 10 µM; 190,000 tested, 0.25% active; in the data active = fluorescence above about 89;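 also: glutathione beads carrying GST-tagged Bcl family fusion proteins plus one bare bead set; values are compound well signal with DMSO vehicle wells as background; inactives centre near 16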
Avidin fluor – green autofluorescence of compounds with avidin beads – biophysical, 488/530 nm, flow cytometry, artefact control, profiling panel. compound fluorescence 488/530 nm; stronger effect = higher value. fluorescence (KMESF) at 10 µM. 220,000 tested, 0.38% active; in the data active = fluorescence above about 47; also: inactives centre near 10
ABCB1 inh – ABCB1 efflux pump inhibitors, primary screen, cell-based, multiplex, flow cytometry, ABCG2 counter-screen. inhibition, % at 6.6 µM. CCRF-Adr cells, JC-1 efflux. 190,000 tested, 0.067% active. AID 1326, 2008. ATP-dependent translocase ABCB1 (Homo sapiens), P08183; in the data active = inhibition above about 40%;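 also: 0% = vehicle and 100% = reference inhibitor; higher value means more JC-1 retained so stronger ABCB1 efflux block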
Mcl1 Bid PPI – Mcl-1/Bid binding inhibitors, primary screen, biochemical, TR-FRET, 1536-well | TR-FRET Mcl-1/Bid-Dy647 peptide binding | inhibition, % at 21.7 µM | 220,000 tested, 0.97% active | AID 1021, 2008;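 active = compounds that cut the binding signal by more than half at the single screening dose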;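 also: His-tagged Mcl-1 with europium anti-His antibody binding Bid BH3 peptide; 0% = Mcl-1 plus peptide wells and 100% = peptide-only wells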
Target sequence (Q07820 whole entry, looked up): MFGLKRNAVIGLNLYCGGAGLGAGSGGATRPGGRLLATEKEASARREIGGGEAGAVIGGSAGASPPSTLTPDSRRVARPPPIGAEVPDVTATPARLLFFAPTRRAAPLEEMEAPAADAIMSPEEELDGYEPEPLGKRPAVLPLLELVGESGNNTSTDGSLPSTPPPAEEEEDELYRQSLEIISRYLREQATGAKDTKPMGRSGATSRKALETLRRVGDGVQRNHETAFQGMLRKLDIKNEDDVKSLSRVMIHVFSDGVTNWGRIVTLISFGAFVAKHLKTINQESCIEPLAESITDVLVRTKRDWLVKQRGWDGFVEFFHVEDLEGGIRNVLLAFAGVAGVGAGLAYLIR
Mcl1 Noxa PPI – Mcl-1/Noxa binding inhibitors, primary screen, biochemical, TR-FRET, 1536-well; TR-FRET Mcl-1/Noxa peptide binding, 2 h; 220,000 tested, 1.5% active; AID 1022, 2008; inhibition, % at 21.7 µM; Induced myeloid leukemia cell differentiation protein Mcl-1 (Homo sapiens), Q07820;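 active = compounds that cut the protein-peptide binding signal by more than 50% relative to plate controls in a single-dose test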;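 also: His-tagged Mcl-1 with rhodamine Noxa BH3 peptide and terbium anti-His antibody; 0% = Mcl-1 plus Noxa peptide wells and 100% = peptide-only wells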
RGS7-Gao – RGS7-Galphao binding modulators, primary screen, biochemical, multiplexed bead flow cytometry; Guanine nucleotide-binding protein G(o) subunit alpha (Homo sapiens), P09471; actives lie on both sides; binding response (% of control), % at 10 µM; 220,000 tested, 0.35% active; AID 1439, 2008; in the data active = binding response below about 49% or above about 150%; inconclusive = no clear call, values can overlap the other calls; inactive = in between;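 also: fluorescent Galphao held in activated GDP-AlF4 state binding bead-coupled RGS7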
RGS4-Gao reg – modulators of RGS4 binding to Galphao, primary screen, biochemical, multiplexed bead flow cytometry; Guanine nucleotide-binding protein G(o) subunit alpha (Homo sapiens), P09471; actives lie on both sides; binding response (% of control), % at 10 µM; 220,000 tested, 0.33% active; in the data active = binding response below about 49% or above about 150%; inactive = in between;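 also: fluorescent Galphao activated with aluminum fluoride binding bead-coupled RGS4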
Mcl-1 Bim block – inhibitors of Bim peptide binding to Mcl-1, primary screen, biochemical, bead-based flow cytometry, multiplex. Induced myeloid leukemia cell differentiation protein Mcl-1 (Homo sapiens), Q07820. AID 1009, 2008. 190,000 tested, 0.1% active. inhibition, % at 10 µM. Bim peptide-Mcl-1 binding; in the data active = inhibition above about 40%;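 also: 0% = no compound tracer wells and 100% = peptide blocker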
Pf gametocyte – late stage P. falciparum gametocyte viability inhibitors, primary screen, ATP luminescence, HTS. P. falciparum stage V gametocytes, 24 h. inhibition, % at 10.9 µM. 150,000 tested, 0.065% active;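 active = inhibition above the mean plus 3 SD of compounds within the control limits, set per campaign, cut at about 38% in these data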;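 also: 0% = DMSO wells and 100% = medium only without gametocytes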
ABCG2 inh – ABCG2 efflux pump inhibitors, primary screen, multiplex with ABCB1, IgMXP3 cells, flow cytometry; Broad substrate specificity ATP-binding cassette transporter ABCG2 (Homo sapiens), Q9UNQ0; JC-1 efflux; inhibition, % at 6.6 µM; 190,000 tested, 0.1% active; AID 1325, 2008;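 active = inhibition above 80%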;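 also: 0% = DMSO and 100% = nicardipine control wells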
Target sequence (Q9UNQ0 whole entry, looked up): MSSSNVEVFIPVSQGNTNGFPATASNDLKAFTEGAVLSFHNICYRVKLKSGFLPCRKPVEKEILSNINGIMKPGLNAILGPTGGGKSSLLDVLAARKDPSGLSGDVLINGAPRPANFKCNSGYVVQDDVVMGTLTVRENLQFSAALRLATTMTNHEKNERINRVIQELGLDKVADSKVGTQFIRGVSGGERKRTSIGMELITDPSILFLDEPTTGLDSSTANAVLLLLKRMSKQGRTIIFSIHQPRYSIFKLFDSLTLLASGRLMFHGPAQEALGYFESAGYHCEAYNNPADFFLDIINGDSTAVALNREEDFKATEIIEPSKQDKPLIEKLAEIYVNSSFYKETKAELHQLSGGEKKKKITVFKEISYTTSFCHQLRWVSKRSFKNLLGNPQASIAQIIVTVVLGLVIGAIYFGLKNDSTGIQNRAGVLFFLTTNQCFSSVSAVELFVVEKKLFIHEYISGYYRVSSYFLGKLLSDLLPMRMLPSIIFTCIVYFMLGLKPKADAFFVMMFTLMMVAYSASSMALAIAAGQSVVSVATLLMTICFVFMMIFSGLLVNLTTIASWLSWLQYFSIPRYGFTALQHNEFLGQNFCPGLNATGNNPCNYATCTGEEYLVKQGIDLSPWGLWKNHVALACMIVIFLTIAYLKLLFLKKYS
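System: two drug-resistant human cell lines, ABCG2 and ABCB1; controls: nicardipine high and DMSO low controls; times: 10 min exposure at 25 °C with rotation, no wash; detection: flow cytometry of retained JC-1 fluorescence; read-out basis: percent efflux inhibition, scaled nicardipine 100% to DMSO 0%; doses: one concentration, 6.6 µM final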
RGS8-Gao reg – RGS8-Galphao binding modulators, primary screen, biochemical, multiplexed bead flow cytometry | response (percent of control binding), % at 10 µM | 220,000 tested, 0.34% active | actives lie on both sides | Guanine nucleotide-binding protein G(o) subunit alpha (Homo sapiens), P09471; in the data active = response below about 60% or above about 140%; inactive = in between;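 also: Galphao activated as the GDP aluminium fluoride complex binding bead-coupled RGS8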
Starred values were filed as active, the others as inactive; ? = inconclusive; · = not tested or not shown.

SMILES	GSH fluor	Avidin fluor	ABCB1 inh	Mcl1 Bid PPI	Mcl1 Noxa PPI	RGS7-Gao	RGS4-Gao reg	Mcl-1 Bim block	Pf gametocyte	ABCG2 inh	RGS8-Gao reg
CCCCNC(=O)C(=O)NC(C)CCc1ccccc1 (centres undefined)	36	13	0.0	-18	13	100	100	1	8	0	103
COC(=O)[C@@H]1C(c2c(OC)cc(OC)cc2OC)=NO[C@H]1C(=O)OC	19	2	-0.1	-21	1	105	109	-23	-12	-1	107
COc1nc(OC)nc(N2CCC(NC(=O)C(Cc3ccc(C(C)C)cc3)NC(C)=O)CC2)n1 (centres undefined)	20	44	0.3	-17	11	105	100	-2	·	2	99
Nc1cc(=O)[nH]c(=O)n1CC1CC1	17	8	0.9	-12	0	96	90	0	·	5	87
CCOC(=O)c1[nH]c2c(c1C)C(=O)CC(c1ccco1)C2 (centres undefined)	21	4	0.0	41	79*	91	98	0	·	1	99
CCCCn1c(-c2ccccc2)nc2c(=O)n(C)c(=O)[nH]c21	42	32	-0.1	-30	-15	101	102	1	·	0	100
Cc1ccc(C)c(S(=O)(=O)Nc2ccc(C(=O)NCCc3ccccn3)cc2)c1	72	15	0.0	-6	2	97	100	-4	-10	1	99
COCCn1c(SCC(=O)NCCc2ccc(OC)c(OC)c2)nc2c([nH]c3ccccc32)c1=O	12	15	0.8	-45	-11	105	98	-1	6	12	103
O=C(c1csc2c1CCCC2)N1CCN(c2ncccn2)CC1	53	8	-0.1	11	1	103	105	1	·	0	106
O=C(NC1CCCC1)C(c1c[nH]c2ccccc12)N(C(=O)Cn1nnc(-c2ccc(Cl)cc2)n1)c1ccccc1 (centres undefined)	16	32	0.1	-6	-2	99	98	-4	-18	0	101
O=C(NC(C(=O)N1CCCC1C(=O)O)=C1CCCCC1)c1ccccc1 (centres undefined)	24	30	0.0	-10	41	99	99	0	·	0	99
CCN(CC)CCCN1C(=O)C(O)=C(C(=O)c2ccc(C)o2)C1c1ccc(C)o1 (centres undefined)	11	3	-0.3	-84	8	94	100	-5	9	4	104
CC(=O)Nc1ccc(OCC(=O)NCCc2ccccc2)cc1	28	18	0.9	-24	6	?	99	0	10	5	99
O=C(COC(=O)c1cc([N+](=O)[O-])ccc1NCc1ccccc1)NC1CCCCC1	12	13	2.0	-25	-11	111	105	13	·	11	119
CCCC(=O)NC(=S)Nc1ccccc1OC	13	8	-0.1	-27	3	95	97	0	·	2	99
CC(C)Cc1nnc(NC(=O)CSc2nc(-c3ccccc3)cc(=O)[nH]2)s1	10	3	-0.2	-33	11	91	90	-7	-40	1	95
CCN(CC)S(=O)(=O)c1ccc(C(=O)Oc2cc(C)[nH]c(=O)c2[N+](=O)[O-])cc1	19	4	-0.2	-15	21	85	96	-3	·	0	96
Cc1nnc2sc(SCc3cccc(Cl)c3)nn2c1=O	9	23	0.1	13	0	100	99	-24	-20	1	100
COc1ccc(C(=O)NCc2cccnc2)cc1S(=O)(=O)N1CCOCC1	44	9	-0.3	-3	15	100	102	-5	·	1	97
COc1cccc(C(=O)Nc2ccc(N3CCN(S(C)(=O)=O)CC3)cc2)c1	25	13	-0.4	-13	13	99	102	-5	·	29	99
S=C(NCc1ccccc1Cl)NC1CCCC1	7	1	0.3	-60	11	98	97	-1	16	2	96
CCN(CC)CCCN1CC(O)=C(c2nc3ccccc3s2)C1=N	12	11	0.5	4	39	105	107	0	-11	4	107
CCOC(=O)N1CCN(C(=O)c2ccc3c(SCC(=O)O)c4c(nc3c2)CCCC4)CC1	13	7	0.3	-6	3	97	99	-3	·	1	100
COC(=O)c1cccc(NC(=O)c2ccco2)c1	28	7	0.9	5	26	98	103	0	·	22	102
O=C(CCC1CC(=O)Nc2ccccc21)NCc1ccccc1 (centres undefined)	34	9	0.9	-8	0	93	96	0	·	29	93
SMILES	GSH fluor	Avidin fluor	ABCB1 inh	Mcl1 Bid PPI	Mcl1 Noxa PPI	RGS7-Gao	RGS4-Gao reg	Mcl-1 Bim block	Pf gametocyte	ABCG2 inh	RGS8-Gao reg
O=C(Nc1ccc2c(c1)OCO2)C1CCCCN1S(=O)(=O)c1ccccc1 (centres undefined)	36	5	0.0	-38	2	90	83	-26	18	6	88
CC1=N/C(=C/c2ccc([N+](=O)[O-])cc2)C(=O)N1c1ccc(Cl)cc1Cl	30	10	1.1	-3	6	108	104	-3	·	13	102
Cc1ccc(SCCC(=O)N(C)C)cc1	14	14	0.1	-31	0	105	103	1	9	0	100
O=c1c2[nH]c3ccc(Br)cc3c2ncn1CCCn1ccnc1	17	33	0.0	-25	6	92	96	0	·	0	94
Cc1nc(C)n(CC(=O)N2CCCC(C(=O)c3cccc4ccccc34)C2)n1 (centres undefined)	10	3	1.5	-22	13	107	104	1	14	3	104
COc1ccc(OC)c(-c2cc(C(=O)Nc3c(C)nn(Cc4ccccc4Cl)c3C)no2)c1	12	13	-2.6	-24	6	104	100	-1	·	5	101
COc1ccc(Cl)cc1S(=O)(=O)n1ccnc1C(C)C	16	7	2.1	-9	25	105	105	0	·	5	103
COc1ccc(CC(=O)NC(C)c2nnc(SCc3nc4ccccc4c(=O)[nH]3)n2C)cc1 (centres undefined)	28	12	0.8	-22	15	97	96	-3	·	4	100
Cc1cccc(NC(=O)c2nc[nH]c2C(=O)NCC(=O)OCc2ccccc2)c1	·	12	·	-6	7	?	119	·	3	·	110
CN(Cc1ccccc1)S(=O)(=O)c1ccc2[nH]cc(C(=O)NCC3CCCO3)c(=O)c2c1 (centres undefined)	17	22	-0.5	19	6	100	100	-4	19	-3	100
CS(=O)(=O)N1CCN(c2ncnc3c2cnn3-c2ccccc2)CC1	25	10	0.4	-13	3	99	100	1	·	3	99
O=C(CC(CC(=O)c1ccc(Br)cc1)c1cccnc1)c1ccc(Br)cc1	·	7	·	-32	7	?	96	·	-26	·	99
COc1ccc(S(=O)(=O)N2CCC(C(=O)Nc3ccc(F)cc3)CC2)c2cccnc12	10	21	0.2	-14	-7	101	102	0	-6	4	101
CCCCc1cc(O)c(CCCC)c(O)c1	14	42	0.6	-14	0	100	100	-1	-28	3	99
Cc1ccc(NC(=O)C(OC(=O)c2ccc(F)cc2)c2ccccc2)cc1Cl (centres undefined)	11	10	-0.2	3	6	100	100	-4	·	16	99
C=CCn1c(N)cc(=O)nc1SCC(=O)Nc1cccc2ccccc12	27	11	0.0	-16	-9	90	88	-2	·	-1	99
COc1nc(Nc2cccc(C(F)(F)F)c2)nc(OC)n1	8	8	0.1	-8	-2	106	95	1	·	0	98
Cc1ccc(C(=O)N/N=C(\CC(C)C)c2ccccc2)cc1	18	7	3.6	-6	8	98	100	-4	4	10	85
Cc1ccc(C(=O)NNC(=O)CSc2n[nH]c(-c3cccnc3)n2)cc1	14	14	-0.1	-20	16	103	103	-2	-1	14	103
Cc1cc(C(=O)N/N=C/c2ccccn2)n[nH]1	17	10	0.6	-12	9	96	101	-2	-1	4	100
CC(=O)/C=C(\C)Nc1ccccc1O	·	6	·	-19	3	?	134	·	·	·	121
Cc1ccc(NC(=O)c2c(C)noc2-c2snnc2C)cc1	·	7	·	-10	4	?	94	·	-3	·	94
COc1ccc(CC(=O)Nc2cccc(C(=O)Nc3ccccc3C(=O)O)c2)cc1OC	5	3	-0.3	25	31	101	99	1	·	-2	101
O=C(Nc1nccs1)c1ccccn1	21	24	0.5	-19	-24	101	99	1	15	2	100
CCOC(=O)c1c(-c2ccc(C)cc2)csc1NC(=O)CCN1CC(C)OC(C)C1 (centres undefined)	11	8	3.1	49	11	101	103	-5	16	18	108
c1ccc(CC2CNc3ccccc3CN2)cc1 (centres undefined)	24	10	1.6	-5	24	100	103	-5	21	13	101
O=C(N/N=C/c1c(Cl)[nH]c2ccccc12)c1ccc2c(c1)OCCO2	·	9	·	-1	20	?	99	·	15	·	99
CCOC(=O)Cc1nn(C(C)C)c(=O)c2ccccc12	12	11	0.0	-25	-4	102	104	-1	-43	0	101
S=C(Nc1ccccc1)Nc1ccc(Br)cn1	23	13	0.1	-42	12	112	103	-1	1	3	103
Cc1cc(C)n(-c2nc(-c3cccc(Cl)c3)cs2)n1	18	25	0.8	4	6	104	102	-2	-23	4	106

In the list so far, 9 contain a Cl atom.
SMILES	GSH fluor	Avidin fluor	ABCB1 inh	Mcl1 Bid PPI	Mcl1 Noxa PPI	RGS7-Gao	RGS4-Gao reg	Mcl-1 Bim block	Pf gametocyte	ABCG2 inh	RGS8-Gao reg
O=C(NC1CCCC1)C(c1c[nH]c2ccccc12)N(C(=O)Cn1nnc(-c2ccc(Cl)cc2)n1)c1ccccc1 (centres undefined)	16	32	0.1	-6	-2	99	98	-4	-18	0	101
Cc1nnc2sc(SCc3cccc(Cl)c3)nn2c1=O	9	23	0.1	13	0	100	99	-24	-20	1	100
S=C(NCc1ccccc1Cl)NC1CCCC1	7	1	0.3	-60	11	98	97	-1	16	2	96
CC1=N/C(=C/c2ccc([N+](=O)[O-])cc2)C(=O)N1c1ccc(Cl)cc1Cl	30	10	1.1	-3	6	108	104	-3	·	13	102
COc1ccc(OC)c(-c2cc(C(=O)Nc3c(C)nn(Cc4ccccc4Cl)c3C)no2)c1	12	13	-2.6	-24	6	104	100	-1	·	5	101
COc1ccc(Cl)cc1S(=O)(=O)n1ccnc1C(C)C	16	7	2.1	-9	25	105	105	0	·	5	103
Cc1ccc(NC(=O)C(OC(=O)c2ccc(F)cc2)c2ccccc2)cc1Cl (centres undefined)	11	10	-0.2	3	6	100	100	-4	·	16	99
O=C(N/N=C/c1c(Cl)[nH]c2ccccc12)c1ccc2c(c1)OCCO2	·	9	·	-1	20	?	99	·	15	·	99
Cc1cc(C)n(-c2nc(-c3cccc(Cl)c3)cs2)n1	18	25	0.8	4	6	104	102	-2	-23	4	106
